From PubChem
TNAP activation fold – stimulation of alkaline phosphatase TNAP activity – biochemical, luminescent, no phosphate acceptor, uHTS, primary screen (AID 1001); purified TNAP, luminescent activation assay, no phosphate acceptor; higher activation fold means a stronger effect; activation fold at 20 µM; hits with a dose series show EC50 in µM; 0.03% of 200,000 active; in the data active = activation fold from about 3, or a potency from the dose series; inactive = the rest, 99 in 100 with activation fold below about 1.6; note: many of its hits are not listed in these tables
KOR beta-arrestin-1 – kappa opioid receptor blockers – cell-based, luminescence, uHTS (AID 1778); KOR beta-arrestin recruitment, luminescence, antagonist mode; higher % means a stronger effect; inhibition, % at 10 µM; hits with a dose series show IC50 in µM; 0.091% of 290,000 active; note: strong numbers were not always called active
human PMI inhibition – inhibitors of human PMI, primary screen, biochemical, fluorescence intensity, coupled assay (AID 1209) | purified PMI enzyme, coupled fluorescence intensity; higher % means a stronger effect | inhibition, % at 20 µM, or IC50 in µM where a hit was titrated | 0.42% of 190,000 active;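 note: plate controls were DMSO vehicle for no effect and wells lacking substrate for full effect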
LYP phosphatase – PTPN22 lymphoid phosphatase activity blockers – biochemical, fluorescence intensity, uHTS (AID 1779) | inhibition, % at 11.5 µM; hits with a dose series show IC50 in µM | recombinant LYP phosphatase, fluorescence intensity; higher % means a stronger effect | 0.054% of 290,000 active;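 note: plate controls were vehicle with enzyme for no effect and no enzyme for full effect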
PMI inhibition – MPI inhibition at elevated mannose 6-phosphate – biochemical, fluorescence intensity, high mannose 6-phosphate, primary screen (AID 1220) | recombinant PMI enzyme, coupled fluorescence intensity; higher % means a stronger effect | inhibition, % at 20 µM; hits with a dose series show IC50 in µM | 0.66% of 190,000 active
KOR beta-arrestin-2 – KOR agonists, beta-arrestin recruitment, primary screen, cell-based, luminescence, uHTS (AID 1777); KOR beta-arrestin recruitment, luminescence; higher % means a stronger effect; activation, % at 10 µM; hits with a dose series show EC50 in µM; 0.02% of 280,000 active; in the data active = activation above about 50%, passing the limit was not always enough; note: a part of the inactive calls stands beside numbers as strong as those of hits
XIAP antagonists – XIAP antagonists, biochemical, IAP family, fluorescence polarization (AID 1018). XIAP BIR domain, fluorescence polarization peptide displacement; higher % means a stronger effect. one-dose displacement, % at 20 µM; IC50 in µM for titrated hits. 0.007% of 200,000 active; in the data active = displacement above about 50%; note: a part of the inactive calls stands beside numbers as strong as those of hits
NOD1 inhibition – NOD1 signaling inhibitors, primary screen, cell-based, luminescence, uHTS (AID 1578) | 1% of 290,000 active | inhibition, % at 4 µM, or EC50 in µM where a hit was titrated | NOD1-driven NF-kB luciferase reporter cells, luminescence; higher % means a stronger effect; in the data active = inhibition mostly above about 36%, no sharp cut-off; inactive = mostly below about 34%;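 note: HEK-293T reporter cells stimulated with the NOD1 agonist gamma-tri-DAP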
NOD2 inhibition – NOD2 signaling inhibitors, cell-based, luminescence, uHTS, HEK293 (AID 1566); HEK293 NOD2/NF-kB luciferase reporter, luminescence; higher % means a stronger effect; inhibition, % at 4 µM, or EC50 in µM where a hit was titrated; 0.63% of 290,000 active; note: many of its hits are not listed in these tables
Numbers without * were called inactive; . = no result given; [ ] = dose if it differs, or a comment. Cut-off read from the data, not from the text of the source, unless noted: active = inhibition above about 50%; inactive = the rest. These rows are one share of the data (hit frequency here may not be typical).

TNAP activation fold	KOR beta-arrestin-1	human PMI inhibition	LYP phosphatase	PMI inhibition	KOR beta-arrestin-2	XIAP antagonists	NOD1 inhibition	NOD2 inhibition	Molecule
.	-12%	.	-4%	.	-3.2%	.	4%	9%	Cc1cc(C)c2oc(C(=O)N3CCN(C)CC3)cc(=O)c2c1
1	-11%	-2%	5%	-2%	0.5%	-4.1%	-4%	-18%	CSc1nc(C)c(CCOC(=O)c2cccc(C)c2)c(=O)[nH]1
.	-34%[20 µM]	.	-7%	.	5.4%	.	26%	0%	O=C(O)c1cccc(NC(=O)c2ccc(CN3C(=O)c4ccccc4C3=O)cc2)c1
.	21%	.	-7%	.	-1.5%	.	-19%	6%	CCC(=O)c1ccc(OCC(=O)N2CCN(c3ccccn3)CC2)cc1
.	18%	.	-2%	.	4.2%	.	-4%	3%	Cc1ccc(NC(=O)C(Cc2ccccc2)n2cccc2)cc1 (stereo not given)
0.9	-21%	0%	10%	1%	5.2%	6.7%	29%	-17%	COc1ccc(CN2C(=O)/C(=C/c3ccncc3)SC2=S)cc1
.	-8%	.	-14%	.	-0.9%	.	-6%	19%	CSc1ccc(CN(C)C(=O)c2cccc(S(=O)(=O)NCc3ccccc3)c2)cc1
.	3%	.	-2%	.	-4.0%	.	-11%	-20%	O=C(Nc1ccccc1)c1cc([N+](=O)[O-])ccc1Cl
.	13%	.	-6%	.	1.2%	.	1%	6%	COc1ccc(-c2nc3ccccc3c(=O)n2-c2c(C)n(C)n(-c3ccccc3)c2=O)cc1
.	-22%	.	2%	.	5.1%	.	-22%	-12%	Cc1cc(NC(=O)C(C)Sc2nc(-c3ccccc3)cc(=O)[nH]2)no1 (stereo not given)
1.1	-1%[20 µM]	5%	-5%	-1%	-8.2%	-6.1%	-37%	-22%	CNC(=O)CSc1nnc(-c2cccnc2)n1-c1ccc(C)cc1
.	11%	.	2%	.	-0.8%	.	-2%	10%	CC(C)S(=O)(=O)c1csc(NC(=O)Nc2ccc(Cl)cc2)c1
0.9	-11%	2%	6%	-3%	5.2%	-3.2%	-4%	1%	O=c1cc(CSc2nc3cc(Cl)ccc3o2)nc2sccn12
0.9	-36%	-8%	2%	-4%	0.5%	-3.2%	-34%	6%	CCOC(=O)Cc1csc(NC(=S)NC(=O)c2ccccc2C)n1
1.1	-2%	-10%	-10%	-6%	-4.4%	-8.2%	-17%	3%	COc1ccc(N)cc1-n1cnnn1
1.1	8%	8%	-3%	5%	-3.8%	-4.6%	-6%	11%	Cc1cc(C)n(C(=O)CN2C(=O)c3ccccc3C2=O)n1
1.1	20%	6%	-9%	7%	-3.0%	-2.0%	25%	-25%	O=c1[nH]c2ccc(Cl)cc2c(O)c1-c1ccccc1
1.1	2%	9%	0%	2%	6.1%	-21%	-18%	-3%	O=C(NNS(=O)(=O)c1ccccc1)c1ccncc1
1.1	-4%	2%	-3%	5%	0.4%	-5.8%	-27%	-12%	CCOC(=O)C(NC(=O)CC)(Nc1ccc(S(=O)(=O)Nc2onc(C)c2C)cc1)C(F)(F)F (stereo not given)
1.1	14%	-1%	-5%	2%	-6.7%	0.6%	-4%	-1%	COc1cccc(-c2c(NC(=O)c3ccco3)n(-c3ccc(C)cc3)nc(C)c2=O)c1
1.1	-41%	11%	-7%	-4%	-1.1%	-5.3%	-23%	-6%	CCOc1cc(C(=O)Nc2ccc3c4c(cccc24)C(=O)N3CC)cc(OCC)c1OCC
1.1	-10%	40%	-6%	55%*	-1.0%	-1.4%	0%	12%	CNc1nc2[nH]c(=O)c3c(c2s1)OC(N)=C(C#N)C3c1cccc(F)c1 (stereo not given)
1	6%	-10%	3%	1%	7.7%	-12%	-20%	-13%	NC(=O)Cc1ccc(C(=O)c2ccc(Cl)cc2)s1
0.8	-24%	16%	2%	1%	0.1%	-0.9%	-17%	10%	CCOC(=O)Cc1csc(/N=C/c2c(O)n(-c3ccc(C)cc3C)c(=O)c3ccccc23)n1
.	41%	.	-3%	.	4.9%	.	-7%	7%	Cc1onc(-c2ccccc2)c1C(=O)NC(=S)NNC(=O)c1ccco1

Overlap with the part before: two compounds, then new ones.
TNAP activation fold	KOR beta-arrestin-1	human PMI inhibition	LYP phosphatase	PMI inhibition	KOR beta-arrestin-2	XIAP antagonists	NOD1 inhibition	NOD2 inhibition	Molecule
0.8	-24%	16%	2%	1%	0.1%	-0.9%	-17%	10%	CCOC(=O)Cc1csc(/N=C/c2c(O)n(-c3ccc(C)cc3C)c(=O)c3ccccc23)n1
.	41%	.	-3%	.	4.9%	.	-7%	7%	Cc1onc(-c2ccccc2)c1C(=O)NC(=S)NNC(=O)c1ccco1
.	13%	.	-9%	.	1.5%	.	-20%	7%	CCc1ccccc1OCCCN1CCCC1
.	-12%	.	-3%	.	0.8%	.	-7%	2%	O=C(NC(=S)Nc1ccc(Cl)c(C(=O)O)c1)c1cncc(Br)c1
1.1	-1%	14%	-6%	4%	.	-23%	-22%	-2%	C/C=C/c1ccc(OCCCNC)c(OC)c1
2.6	15%	6%	4%	-18%	-0.1%	-2.8%	-29%	-36%	COc1cccc(/C=N/NC(=O)c2cc(-c3cccn3C)n[nH]2)c1O
.	-18%	.	-9%	.	-0.6%	.	-12%	10%	CNC(=O)c1ncoc1-c1ccc(Cl)cc1
1.1	.	1%	-5%	9%	8.2%	1.2%	-39%	9%	Cc1cc(C)n(CC(=O)N2N=C(C(F)F)CC2(O)C(F)F)n1 (stereo not given)
1.2	-16%	4%	0%	1%	3.2%	-6.5%	-55%	12%	N=C1C(=O)OCC1c1ccccc1NC(=O)Nc1ccccc1 (stereo not given)
1	-1%	1%	-3%	7%	-0.8%	-1.1%	-17%	6%	Cc1cc(C)nc(SCC(=O)Nc2ncc(Cc3ccc(Cl)c(Cl)c3)s2)n1
1	7%	0%	-8%	-11%	5.4%	-5.1%	-10%	-4%	Cc1ccc(C)n1-c1ccc(-n2cnnn2)cc1
.	-26%	.	4%	.	9.4%	.	-15%	10%	CCOC(=O)CC1(NC(=O)c2cc(COc3cccc(OC)c3)on2)CCCCC1
1	1%	-13%	-2%	-18%	4.4%	-9.3%	-34%	1%	COc1ccc(N2C(=O)/C(=C/c3cccnc3)NC2=S)cc1
1.1	12%	-17%	-12%	-10%	-5.0%	-1.4%	-15%	8%	O=C(Cn1cc([N+](=O)[O-])cn1)Nc1cccnc1
1.1	26%	11%	-2%	8%	-2.7%	-5.5%	-23%	10%	NC(=O)CSc1nnc(-c2cnccn2)n1-c1ccccc1
.	-24%	.	-12%	.	0.9%	.	7%	11%	CCC(NC(=O)c1cc(COc2c(F)cccc2F)on1)c1ccncc1 (stereo not given)
1.1	-34%	7%	-5%	0%	1.8%	-3.0%	21%	14%	CC(C)C(=O)Nc1nnc(SCC(=O)N2c3ccccc3CC2C)s1 (stereo not given)
1.1	-2%	9%	-3%	14%	-0.7%	-4.2%	-26%	6%	Cc1cc(N2CCOCC2)nc2ccc(NC(=O)CCC(=O)N3CCCCC3)cc12
1.1	0%	7%	4%	3%	0.6%	0.6%	-23%	16%	CCOc1cc2[nH]c(=S)n(C3CC3)c(=O)c2cc1OCC
0.9	-22%	6%	-4%	4%	-1.9%	-3.6%	0%	18%	Cc1nn(-c2cc(N3CCCC3)ccc2[N+](=O)[O-])c(=O)c2ccccc12
1.1	5%[20 µM]	0%	-4%	2%	-2.0%	-0.8%	-9%	-8%	Brc1ccc(OCc2ccccc2)c(CNCC2CCCO2)c1 (stereo not given)
0.8	-3%[20 µM]	18%	3%	11%	-4.3%	-2.0%	-19%	-20%	O=C(NC(=S)Nc1ccc(N2CCOCC2)c(Cl)c1)c1cccs1
1.1	-6%	-12%	-8%	-11%	1.1%	0.1%	-9%	-15%	CCn1c(CSCc2ccc(F)cc2)nnc1SCC(=O)NCc1ccccc1
1.1	11%	10%	5%	4%	-1.3%	-2.4%	-15%	0%	COc1ccc(C(=O)NCc2nnc(SCC(=O)N3CCc4ccccc43)n2CCc2ccccc2)cc1
.	30%	.	-3%	.	-1.3%	.	4%	-3%	Cc1ccccc1-c1nc2ccc(Cl)cc2c(=O)n1O
1.2	-17%	9%	-7%	7%	1.4%	-1.9%	-11%	8%	Cc1nc(NCc2cccnc2)c2c3c(sc2n1)CCCC3
.	24%	.	3%	.	1.3%	.	-2%	17%	CC(C)(C)OC(=O)NCCCC[C@H](NC(=O)c1nc[nH]c1C(=O)N1CCN(c2ccccc2)CC1)C(=O)OC(C)(C)C
1.2	37%	15%	-3%	6%	0.4%	-8.8%	-23%	-28%	O=C(/C=C/c1cccc([N+](=O)[O-])c1)NCCSCc1ccccc1Cl
1	-6%	10%	-6%	10%	-2.5%	-4.0%	-10%	2%	CC1CN(C2CCN(C(=O)c3ccccc3Cl)CC2)CC(C)O1 (stereo not given)
1.1	25%	-12%	-2%	-7%	-7.6%	-1.3%	-27%	9%	CN(C)c1ccc(C(C#N)c2ccc(Cl)cc2)nn1 (stereo not given)
1	-20%	4%	1%	8%	4.3%	-8.5%	-50%	9%	COC(=O)c1ccc(CNC(=O)c2coc3ccccc3c2=O)cc1
1.1	4%	-5%	-5%	-9%	-4.0%	-9.4%	-20%	4%	COCCCNC(=O)CSc1nc2ccccc2c(=O)n1CCC(=O)NCCc1ccc(OC)c(OC)c1

Entries from the list above with an aryl thioether with sulfur outside any ring:
TNAP activation fold	KOR beta-arrestin-1	human PMI inhibition	LYP phosphatase	PMI inhibition	KOR beta-arrestin-2	XIAP antagonists	NOD1 inhibition	NOD2 inhibition	Molecule
1	-11%	-2%	5%	-2%	0.5%	-4.1%	-4%	-18%	CSc1nc(C)c(CCOC(=O)c2cccc(C)c2)c(=O)[nH]1
.	-8%	.	-14%	.	-0.9%	.	-6%	19%	CSc1ccc(CN(C)C(=O)c2cccc(S(=O)(=O)NCc3ccccc3)c2)cc1
.	-22%	.	2%	.	5.1%	.	-22%	-12%	Cc1cc(NC(=O)C(C)Sc2nc(-c3ccccc3)cc(=O)[nH]2)no1 (stereo not given)
1.1	-1%[20 µM]	5%	-5%	-1%	-8.2%	-6.1%	-37%	-22%	CNC(=O)CSc1nnc(-c2cccnc2)n1-c1ccc(C)cc1
0.9	-11%	2%	6%	-3%	5.2%	-3.2%	-4%	1%	O=c1cc(CSc2nc3cc(Cl)ccc3o2)nc2sccn12
1	-1%	1%	-3%	7%	-0.8%	-1.1%	-17%	6%	Cc1cc(C)nc(SCC(=O)Nc2ncc(Cc3ccc(Cl)c(Cl)c3)s2)n1
1.1	26%	11%	-2%	8%	-2.7%	-5.5%	-23%	10%	NC(=O)CSc1nnc(-c2cnccn2)n1-c1ccccc1
1.1	-34%	7%	-5%	0%	1.8%	-3.0%	21%	14%	CC(C)C(=O)Nc1nnc(SCC(=O)N2c3ccccc3CC2C)s1 (stereo not given)
1.1	-6%	-12%	-8%	-11%	1.1%	0.1%	-9%	-15%	CCn1c(CSCc2ccc(F)cc2)nnc1SCC(=O)NCc1ccccc1
1.1	11%	10%	5%	4%	-1.3%	-2.4%	-15%	0%	COc1ccc(C(=O)NCc2nnc(SCC(=O)N3CCc4ccccc43)n2CCc2ccccc2)cc1
1.1	4%	-5%	-5%	-9%	-4.0%	-9.4%	-20%	4%	COCCCNC(=O)CSc1nc2ccccc2c(=O)n1CCC(=O)NCCc1ccc(OC)c(OC)c1
